Screening data deposited in PubChem BioAssay by Broad Institute.
ARNT-TACC3 inh: disruptors of ARNT/TACC3 protein interaction, primary screen, biochemical, AlphaScreen, single concentration. Transforming acidic coiled-coil-containing protein 3 (Homo sapiens), Q9Y6A5. AlphaScreen His-ARNT PAS-B/GST-TACC3 binding, luminescence; TACC3 fragment carries E629A point mutation. inhibition, % at 9.99 µM. 390,000 compounds, 0.66% hits. AID 623870, 2012;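 active = mean inhibition of replicates at least 50% and at least half of replicates each reaching 50%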;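 also: 0% = complete ARNT plus TACC3 wells and 100% = ARNT alone without TACC3; many hits fall short of the cut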
INS-1E GSIS act: GLuc luminescence reporter in INS-1E cells, primary screen for activators of glucose-dependent secretion of insulin; activation, % at 16.6 µM; INS-1E GLuc reporter insulin secretion, 2-3 h; AID 743287, 2014; 370,000 compounds, 0.61% hits;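 active = lowest replicate activation of at least 40%, so every replicate reaches that level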;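 also: 0% = median of neutral control wells and 100% = median of IBMX positive control wells; some compounds called inactive have numbers as strong as hits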
RAD54 branch: inhibitors of human RAD54 branch migration, primary screen, biochemical, fluorescence, single point | 360,000 compounds, 0.14% hits | RAD54 Holliday junction branch migration, FAM/BHQ fluorescence | DNA repair and recombination protein RAD54-like (Homo sapiens), Q92698 | inhibition, % at 10.4 µM;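 active = mean normalized replicate activity at least 40 and at least half of replicates scoring 40 or more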;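 also: 0% = median of neutral control wells and 100% = median of positive control wells; inhibitors cause a drop in the FAM fluorescence signal; in these data hits start at about 50%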
ERAP1 inh: human ERAP1 aminopeptidase inhibitors, primary screen, biochemical, single point, plate reader | Endoplasmic reticulum aminopeptidase 1 (Homo sapiens), Q9NZ08 | recombinant ERAP1, Leu-AMC fluorescence, 60 min | inhibition, % at 10.7 µM | 340,000 compounds, 0.15% hits | AID 652197, 2013;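 active = mean replicate inhibition of at least 30%, or all replicates individually reaching that 30% level; inactive = mean below 30% and not every replicate reaching it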;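 also: 0% = neutral control wells and 100% = L-leucinethiol positive control wells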
CFTR F508del cor: F508del CFTR correction, initial screen, CFBE line, single point; CFBE cells, YFP halide quenching; stimulated with forskolin plus potentiator P3; % fluorescence drop versus neutral controls; activity (quench increase), % at 7.58 µM; 350,000 compounds, 0.36% hits; AID 720511, 2013;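 active = mean added fluorescence quench of at least 8% versus neutral control, with both replicates also reaching 8%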;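 also: cells transiently co-express mutant CFTR-F508del with the halide-sensitive YFP; corrector assay measuring rescue of mutant channel to the surface after 24 h compound exposure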
esBAF inh: Bmi1 luciferase reporter increase in mESCs, primary screen, esBAF inhibitor project, mouse ES cells, Bmi1 luciferase knock-in, single point; 24 h; 100% = twice the neutral-well signal; reporter increase, % at 12.5 µM; 350,000 compounds, 2% hits; AID 602393, 2012; in the data active = activation above about 40%;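 also: 0% = median of the plate's neutral control wells and 100% = double that signal; a rise in the Bmi1 reporter signal indicates esBAF inhibition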
XiGFP reactiv: activators of inactive X chromosome reactivation, primary screen, imaging, XiGFP fibroblasts, GFP high-content imaging, set 2; XiGFP mouse fibroblasts, % GFP-positive cells imaging, 3 d; cells co-treated with 5-aza-dC sensitizer; scaled so ellipticine positive control = 100%; 360,000 compounds, 0.055% hits; activation, % at 7.58 µM;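 active = mean normalized replicate activation at least 10% and every replicate at or above 10%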;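 also: 0% = median of on-plate neutral control wells and 100% = ellipticine 6 µM median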
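Schedule: 3 d treatment, 15 min room-temperature fixation; system: 68-5-11 XiGFP fibroblast line; buffer or medium: DMEM plus 5-aza-dC sensitizer; control set: ellipticine 6 µM positive control; compound: one concentration, pinned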
RAD52 inh: RAD52 DNA annealing inhibitors, primary screen, biochemical, FRET, single point, set 2; inhibition, % at 18.7 µM; 360,000 compounds, 0.46% hits; DNA repair protein RAD52 homolog (Homo sapiens), P43351; recombinant RAD52 DNA annealing, FRET fluorescence;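 active = every replicate showing at least 50% inhibition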
Target sequence (P43351 whole entry, looked up): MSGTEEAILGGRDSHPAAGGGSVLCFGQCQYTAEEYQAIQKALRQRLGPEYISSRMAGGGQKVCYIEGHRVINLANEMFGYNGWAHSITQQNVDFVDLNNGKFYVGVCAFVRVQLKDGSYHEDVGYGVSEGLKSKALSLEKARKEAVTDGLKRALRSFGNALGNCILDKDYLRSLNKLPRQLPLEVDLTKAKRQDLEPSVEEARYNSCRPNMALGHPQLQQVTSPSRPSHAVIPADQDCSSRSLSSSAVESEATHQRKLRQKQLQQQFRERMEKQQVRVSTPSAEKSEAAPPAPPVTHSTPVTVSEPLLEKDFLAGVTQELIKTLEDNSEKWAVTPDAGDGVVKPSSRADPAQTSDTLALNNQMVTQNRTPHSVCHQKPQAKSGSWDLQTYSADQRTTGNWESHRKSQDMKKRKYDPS
* marks the source's active call; other numbers are inactive results; x = no result given.

Start of the listing, in advance:
SMILES	ARNT-TACC3 inh	INS-1E GSIS act	RAD54 branch	ERAP1 inh	CFTR F508del cor	esBAF inh	XiGFP reactiv	RAD52 inh
O=C(c1ccco1)N1CCN(C(=O)c2cnn3c2NC(c2cccs2)CC3C(F)(F)F)CC1 (centres undefined)	-3	-7	4	-4	-0.6	1	x	-2
Cc1ccc(S(=O)(=O)Nc2ccc3c(c2)C(=O)N([C@@H](C)CO)C[C@@H](C)[C@@H](CN(C)C(=O)NC2CCCCC2)OCCCC[C@@H](C)O3)cc1	0	-7	-9	-1	2.7	7	0.1	-33
CCCCNC(=O)c1onc(CSc2cccc(C)c2)c1C(=O)O	-2	-2	8	x	-1.1	-6	0.2	0
CCOC(=O)N1CCC(NC(=O)CSc2cc(=O)n(CC)c3ccccc23)CC1	4	6	-3	x	x	2	x	x

The list itself, from the start:
SMILES	ARNT-TACC3 inh	INS-1E GSIS act	RAD54 branch	ERAP1 inh	CFTR F508del cor	esBAF inh	XiGFP reactiv	RAD52 inh
O=C(c1ccco1)N1CCN(C(=O)c2cnn3c2NC(c2cccs2)CC3C(F)(F)F)CC1 (centres undefined)	-3	-7	4	-4	-0.6	1	x	-2
Cc1ccc(S(=O)(=O)Nc2ccc3c(c2)C(=O)N([C@@H](C)CO)C[C@@H](C)[C@@H](CN(C)C(=O)NC2CCCCC2)OCCCC[C@@H](C)O3)cc1	0	-7	-9	-1	2.7	7	0.1	-33
CCCCNC(=O)c1onc(CSc2cccc(C)c2)c1C(=O)O	-2	-2	8	x	-1.1	-6	0.2	0
CCOC(=O)N1CCC(NC(=O)CSc2cc(=O)n(CC)c3ccccc23)CC1	4	6	-3	x	x	2	x	x
Cn1c(=O)c(N)c2c3c(c(Br)ccc31)C(=O)c1ccccc1-2	8	9	-203	-1	11*	-5	0.3	-462
COc1ccc(-c2nnc(SCC(=O)Nc3cc(C)on3)n2C)cc1OC	x	65*	0	-3	0.9	8	x	-12
Cc1nc(N=Nc2ccc(O)cc2)n[nH]1	-2	-4	x	x	1.5	4	-0.2	-6
Cn1c(-c2ccc(C(=O)c3ccccc3)s2)nc2ccccc21	x	9	3	6	x	x	x	3
COc1ccc(C#Cc2ccc([C@H]3[C@H]4CN(C(=O)NC(C)C)CC(=O)N4[C@H]3CO)cc2)cc1	x	-5	x	-3	6.7	x	0.0	-5
COc1ccc(C)cc1NC(=O)c1nnn(Cc2cc(C)ccc2C)c1N	x	-2	3	x	-1.6	-2	0.4	-9
O=C(c1ccc(Br)cc1)N1CCCc2ccccc21	-2	-1	-2	x	-2.4	2	0.3	-2
CC(C)NC(=O)NCC[C@H]1CC[C@H](NC(=O)c2ccc(F)cc2)[C@H](CO)O1	-13	8	3	-1	-2.5	0	0.8	-5
Cc1ccc(C(OCC(C)(C)C[N+](C)(C)C)c2ccccc2)cc1 (centres undefined)	3	10	x	39*	2.0	x	0.0	-2
CC1(C(=O)NS(=O)(=O)c2cccc(C#N)c2)CCN1C(=O)C1(c2ccccc2)CC1 (centres undefined)	x	24	2	3	5.6	-1	0.1	4
O=[N+]([O-])c1ccc2nc(NN=Cc3ccc(O)cc3)sc2c1	-1	x	1	-2	2.8	x	0.4	-8
O=C(Nc1cccc(S(=O)(=O)NC2=NCCC2)c1)c1ccc(C(F)(F)F)cc1	2	0	-13	-1	-0.6	17	0.0	-16
CC(=O)NC(Cc1ccc(C)cc1)C(=O)NC1CCN(C(=O)NCc2ccccc2)CC1 (centres undefined)	0	6	3	-2	0.3	-4	0.0	-4
C[C@H]1CCCCO[C@H](CN(C)C(=O)c2ccncc2)[C@@H](C)CN([C@@H](C)CO)C(=O)c2cc(NS(=O)(=O)c3ccc(Cl)cc3)ccc2O1	1	-12	10	-2	-1.6	1	0.1	11
c1ccn(CCc2ccncc2)c1	-7	x	4	-6	-1.5	x	0.5	-19
COc1ccc(-c2nnc(NC(=O)C(C)C)s2)c(OC)c1	-5	x	0	0	-1.2	42*	0.1	-4
Cc1ccc(S(=O)(=O)N2C[C@H]3C(=O)C[C@@H](c4ccccc4)N(S(C)(=O)=O)[C@H]3C[C@H]2c2ccccc2)cc1	x	x	11	-1	-0.1	7	0.1	-11
O=C(O)C/C(=C\c1ccc(N2CCOCC2)c([N+](=O)[O-])c1)c1nc2ccccc2s1	16	1	8	2	-0.3	18	0.2	-11
COc1ccc(NC(=O)c2ccccc2O)c(OC)c1	-11	-1	9	-1	1.9	53*	x	-7
O=[N+]([O-])c1nn(-c2ccc3c(c2)OCCO3)n(O)c1=NC1CCCC1	-1	4	1	x	x	34	x	x
COc1ccccc1C#Cc1ccc2c(c1)[C@H]1[C@H](CCN1C(=O)c1cccc(F)c1)[C@H](CO)N2	2	3	-5	-1	3.4	9	0.0	-101
CCCC(=O)N1CCCC1(C)C(=O)Nc1ccc2cn[nH]c2c1 (centres undefined)	x	x	-4	-17	-2.0	4	-0.1	-4
N#CCSc1ccccc1NC(=O)COc1ccc(-c2nnco2)cc1	2	36	-2	4	3.2	31	0.6	-80
CC(C)CC#Cc1ccc2c(c1)O[C@@H](CN(C)Cc1cccnc1)[C@H](C)CN([C@H](C)CO)S2(=O)=O	10	-23	-13	-2	-0.6	0	-0.2	8
C[C@@H]1CN([C@H](C)CO)C(=O)Cc2cc(NC(=O)Nc3cccc4ccccc34)ccc2O[C@H]1CN(C)CC1CCCCC1	17	-4	0	0	2.0	3	0.1	-5
O=S(=O)(c1cc(Cl)ccc1Cl)N1CCN(Cc2ccco2)CC1	-4	2	-7	1	1.1	-6	0.2	-9
CC(C)(C)NS(=O)(=O)c1cc(C(=O)O)ccc1Cl	-8	6	-4	1	-1.9	2	0.1	-15
O=C1CC(c2ccc(S(=O)(=O)NC3CC3)cc2)CN1 (centres undefined)	-6	-1	-9	2	-2.8	0	0.1	-16
O=C(O)Cc1cn(Cc2ccc(F)cc2)c2ccccc12	x	0	x	-3	x	x	0.2	0
CCn1nc(C)cc1C(=O)NC1CCCc2c1cnn2-c1ccc(C)c(C)c1 (centres undefined)	1	3	1	-2	0.1	8	0.3	-7
COc1ccc(S(=O)(=O)N2CCCCN3[C@H](CO)[C@H](c4ccc(C5=CCCCC5)cc4)[C@@H]3C2)cc1	-1	x	-12	5	-0.3	x	x	-2
CC(Oc1ccc2c(=O)c(-c3ccc(Cl)cc3)c(C(F)(F)F)oc2c1)C(=O)O (centres undefined)	-8	5	4	-2	-1.9	-11	0.0	-5
COc1ccc([C@H]2C[C@@H](O)[C@H](n3cc(COC(=O)c4ccccc4)nn3)CN2C(=O)c2cccs2)cc1	x	-41	5	-2	1.3	2	0.1	-2
CCOC(=O)C1=C(C(=O)OCC)C2N(Cc3ccc(C#N)cc3)c3ccccc3[C@@]23C[C@@H](C(=O)OC)N(S(=O)(=O)c2ccccc2C)C3=N1 (some centres undefined)	x	x	x	0	2.0	x	0.2	-9
C[C@H]1CN([C@@H](C)CO)S(=O)(=O)c2ccc(-c3ccccc3)cc2O[C@@H]1CN(C)C	3	3	1	2	-1.3	-2	-0.7	8
COc1ccc(/C=C2\Sc3ccc(C(=O)N4CCN(Cc5ccccc5)CC4)cc3N(C)C2=O)cc1OC	0	5	-11	0	0.0	-1	0.0	0
CCOc1ccc(NC(=O)NC2CCCc3ccccc32)cc1 (centres undefined)	-4	9	6	-2	-2.7	x	0.1	-17
CC(C)=CCC[C@H](C)C[C@@H]1Cc2[nH]c(=S)[nH]c(=O)c2[C@@H](c2ccc(F)cc2)O1	x	255*	x	-1	-2.9	x	0.1	4
N#CCC(=O)Nc1ccc(C(=O)OCC(=O)c2ccc3c(c2)OCO3)cc1	-4	17	-5	0	3.8	47*	0.0	-58
Cc1noc(C)c1S(=O)(=O)N(C)C[C@H]1OCCCC[C@H](C)Oc2ccc(NS(=O)(=O)c3ccc(F)cc3)cc2C(=O)N([C@@H](C)CO)C[C@@H]1C	0	-19	4	x	1.6	-3	0.1	x
COc1ccc(S(=O)(=O)N2CCN(C3CC4CCC3C4)CC2)cc1 (centres undefined)	0	4	0	1	-1.3	-10	0.2	-7
CCCCN(C(=O)c1cc2ccccc2o1)c1c(N)n(CCC)c(=O)[nH]c1=O	x	1	x	3	0.4	x	0.2	-6
CC1(C)CC(=O)C(N=Nc2cc3c(cc2[N+](=O)[O-])OCCO3)=C(O)C1	0	-5	x	-1	-2.0	x	0.1	-6
Cc1ccc(S(=O)(=O)N2CCCOC2CNC(=O)C(=O)NCCc2ccco2)cc1 (centres undefined)	x	1	0	-7	-0.9	3	0.2	-87
COc1ccccc1CC(=O)NNC(=O)c1ccco1	0	1	-3	-5	-1.0	-5	0.1	-12
CC(C)CC(=O)N=C1SC2CS(=O)(=O)CC2N1Cc1ccccc1 (centres undefined)	-4	21	x	-7	-0.8	-4	0.1	0
Cc1ccccc1OCCN1C(=O)c2ccccc2C1=O	-4	8	4	0	-2.8	39	x	5
O=c1o[nH]c(-c2ccccc2)c1-c1ccccc1	x	-5	-9	x	-0.4	x	0.2	-22
O=C(NC(n1ccc(=O)[nH]c1=O)C(Cl)(Cl)Cl)C12CC3CC(CC(C3)C1)C2 (centres undefined)	-9	13	-4	-2	-1.9	x	0.2	-11
COc1cccc(C2c3[nH]c4ccccc4c3C[C@H]3C(=O)N(C)CC(=O)N23)c1 (some centres undefined)	5	-5	5	-2	1.3	-2	0.0	-4
CC(=O)Nc1cc(-c2ccc(C(=O)NC3CC3)cc2)cn2c(-c3ccc(F)c(Cl)c3)cnc12	x	x	3	0	2.0	13	0.3	-48
OC[C@H]1[C@H](c2ccc(-c3ccc(F)cc3)cc2)[C@H]2CN(CCC(F)(F)F)CCCCN21	7	-28	11	3	0.7	x	0.2	-1
CN(C)C(=O)c1ccc(-c2ccc3c(c2)[C@@H]2[C@@H](CCN2C(=O)C2CCOCC2)[C@H](CO)N3C)cc1	-13	3	-2	2	-1.5	5	0.2	-6
CN(C)S(=O)(=O)c1cccc(NC(=O)c2ccc(N3CCCC3=O)cc2)c1	-9	63	-2	-3	2.9	-1	-0.2	-4
COC(=O)c1cc(NS(=O)(=O)c2cccc(Cl)c2)ccc1N1CCOCC1	2	4	x	0	-2.6	x	-0.2	-37
C=CCNC(=O)Nc1ccc(Br)cc1Cl	x	3	x	0	0.5	x	0.0	4

Following part:
SMILES	ARNT-TACC3 inh	INS-1E GSIS act	RAD54 branch	ERAP1 inh	CFTR F508del cor	esBAF inh	XiGFP reactiv	RAD52 inh
COc1ccc(CN(C)C[C@H]2OCCCC[C@H](C)Oc3ccc(NS(=O)(=O)c4c(C)noc4C)cc3C(=O)N([C@@H](C)CO)C[C@@H]2C)cc1	3	-13	7	x	1.4	-3	-0.1	x
Cc1cc([N+](=O)[O-])nn1CCCC(=O)NCc1ccccc1	-4	13	6	x	x	x	0.4	x
CCc1ccc(CN2CCC(N3CCC(C(=O)N4CCCC4)CC3)CC2)o1	-2	29	3	0	0.5	-2	0.0	-18
Nc1ccc2oc(-c3cc(Br)ccc3Cl)nc2c1	-6	x	-14	3	0.1	-43	x	-37
Cc1ccc(S(=O)(=O)Nc2ccc3c(c2)CC(=O)N([C@H](C)CO)C[C@H](C)[C@H](CN(C)Cc2ccc(C(=O)Nc4ccccc4N)cc2)O3)cc1	24	12	-4	x	-0.4	-24	2.7	x
